PV pol inh: poliovirus RNA polymerase inhibition | 0.66% of 150,000 active | % elongation, % (compound at 16.7 µg/mL) | poliovirus polymerase elongation, fluorescence polarization; hits give low values; in the data active = % elongation below about 90%; also: some results filed as inactive read as strong as hits
Target sequence (P03300 1749-2209 limits assumed): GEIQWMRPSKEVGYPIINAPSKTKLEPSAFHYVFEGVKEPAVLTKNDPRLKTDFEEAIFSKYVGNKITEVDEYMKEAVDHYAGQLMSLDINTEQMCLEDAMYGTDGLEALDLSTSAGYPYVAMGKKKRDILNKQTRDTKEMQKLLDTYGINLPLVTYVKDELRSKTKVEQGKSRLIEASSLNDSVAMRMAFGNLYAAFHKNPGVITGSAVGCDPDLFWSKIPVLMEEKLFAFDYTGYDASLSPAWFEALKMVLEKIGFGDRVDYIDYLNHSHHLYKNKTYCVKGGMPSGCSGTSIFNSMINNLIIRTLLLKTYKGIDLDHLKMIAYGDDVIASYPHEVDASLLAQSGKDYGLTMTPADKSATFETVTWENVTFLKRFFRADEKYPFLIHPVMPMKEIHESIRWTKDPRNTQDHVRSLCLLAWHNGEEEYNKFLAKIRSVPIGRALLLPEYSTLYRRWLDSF
PV pol inh FP z-score: recorded beside PV pol inh, whose call it bears; z-score; measured here: FP z-score; hits read low
* = called active by the depositor. These rows are one share of the data, so the mix of outcomes need not match the whole.

What do the screens show for `COc1cccc(Cn2c(CNS(=O)(=O)c3ccc(F)c(Cl)c3)nc3cccnc32)c1`?
PV pol inh: 111; PV pol inh FP z-score: 0.9

What do the screens show for `CC1C(=O)OC2(C)CC(C)(C)NC(=S)N12` (stereo not given)?
PV pol inh: 99; PV pol inh FP z-score: -1.2

What do the screens show for `CC(=O)c1ccc(NC(=O)Cn2nc(C(F)(F)F)c3c2CCCC3)cc1`?
PV pol inh: 108; PV pol inh FP z-score: 0.9

What do the screens show for `COC(=O)C(O)(c1c[nH]c2ccccc12)C(F)(F)F` (stereo not given)?
PV pol inh: 101; PV pol inh FP z-score: 0.2

Results for Cc1ccccc1Cn1c2ccccc2c2cnn(CC(=O)NCCCc3ccccc3)c(=O)c21 ?
PV pol inh: 108; PV pol inh FP z-score: 0

Results for Cc1c(-c2ccnn2S(C)(=O)=O)sc2ccc(Cl)cc12 ?
PV pol inh: 104; PV pol inh FP z-score: 0.1

Results for CCC(Cc1ccccc1)NC(=O)Cn1ncc2c3ccccc3n(Cc3ccc(F)cc3)c2c1=O (stereo not given) ?
PV pol inh: 108; PV pol inh FP z-score: -0.1

How did O=C(CSC1CCCCC1)c1ccc(Br)cc1 do in these assays?
PV pol inh: 105; PV pol inh FP z-score: 0.3

What do the screens show for `CCc1ccccc1NC(=O)c1sc2nc3c(cc2c1N)CN(Cc1ccccc1)CC3`?
PV pol inh: 102; PV pol inh FP z-score: -0.2

What do the screens show for `CC1(C)CC2(CCCN(CCC(O)(c3ccccc3)c3ccccc3)C2)CCO1` (stereo not given)?
PV pol inh: 105; PV pol inh FP z-score: 0.1

What do the screens show for `CC1(C)CC(=O)C2=C(C1)OC(N)=C(C#N)C21C(=O)N(CO)c2ccccc21` (stereo not given)?
PV pol inh: 104; PV pol inh FP z-score: 0.5

Results for Cc1cc(N2CC(C)CC(C)C2)nc2ccc(NC(=O)CCC(=O)Nc3ccc(F)cc3Cl)cc12 (stereo not given) ?
PV pol inh: 99; PV pol inh FP z-score: -1.1

Results for NNC(=O)CS(=O)(=O)Cc1ccc(-c2csnn2)cc1 ?
PV pol inh: 103; PV pol inh FP z-score: 0.1

Results for CCCCn1nnc(NC(=O)COc2ccc(Cl)c(C)c2)n1 ?
PV pol inh: 101; PV pol inh FP z-score: 0.1

What do the screens show for `CC1(C)CC(=O)C(C=NCc2ccc3c(c2)OCO3)=C(O)C1`?
PV pol inh: 102; PV pol inh FP z-score: 0

How did CCNS(=O)(=O)c1csc(C(N)=O)c1 do in these assays?
PV pol inh: 100; PV pol inh FP z-score: -0.4

What do the screens show for `CC1CCN(C(=O)C2CC(c3ccccc3F)=NO2)CC1` (stereo not given)?
PV pol inh: 100; PV pol inh FP z-score: 0.1

How did CC1=CC(C)C(CN2CCOC2C(C)C)C(C)C1 (stereo not given) do in these assays?
PV pol inh: 103; PV pol inh FP z-score: 0.3

What do the screens show for `FC(F)(F)c1cc(Oc2ccc(Cl)cc2)c2cc(Cl)ccc2n1`?
PV pol inh: 105; PV pol inh FP z-score: 0.2

What do the screens show for `Cc1ccc(C)c(S(N)(=O)=O)c1`?
PV pol inh: 102; PV pol inh FP z-score: -0.2

What do the screens show for `COc1ccccc1-c1nc(S(=O)(=O)c2ccccc2)c(N2CCC(C)CC2)o1`?
PV pol inh: 106; PV pol inh FP z-score: 0.3

How did O=C(NCCNc1ncc(C(F)(F)F)cc1Cl)C(F)(F)Sc1ccccc1 do in these assays?
PV pol inh: 107; PV pol inh FP z-score: 0.3

Results for CCOC(=O)c1oc2ccccc2c1N ?
PV pol inh: 101; PV pol inh FP z-score: -0.2

Results for Cc1cccc(-c2nc3c(cnn3-c3ccccc3)c(=O)n2-c2ccc(Br)cc2)c1 ?
PV pol inh: 102; PV pol inh FP z-score: -0.3

What do the screens show for `COC(=O)c1c(NC(=S)NCCn2cc(Br)cn2)sc2c1CCC2`?
PV pol inh: 99; PV pol inh FP z-score: -1.1

How did Cc1ccc(S(=O)(=O)NN2C(=O)c3ccccc3NC2(C)C)cc1 do in these assays?
PV pol inh: 101; PV pol inh FP z-score: 0.2

How did COc1ccc(Cl)cc1S(=O)(=O)N1CCCC1 do in these assays?
PV pol inh: 100; PV pol inh FP z-score: 0

How did Cc1nn(CC(=O)N2CCCCC2)c(=O)c2cc3occc3n12 do in these assays?
PV pol inh: 110; PV pol inh FP z-score: 0.1

Results for CSc1cccc(NC(=O)CSc2ncn(-c3ccccc3)n2)c1 ?
PV pol inh: 101; PV pol inh FP z-score: 0.3

How did Cc1ccc(NC(=O)c2c(C)oc3ncnc(N4CCCCC4)c23)cc1Cl do in these assays?
PV pol inh: 112; PV pol inh FP z-score: 0.6

14 entries out of the list, arranged by length of the SMILES, falling:
Results for Cc1cccc(-c2nc3c(cnn3-c3ccccc3)c(=O)n2-c2ccc(Br)cc2)c1 ?
PV pol inh: 102; PV pol inh FP z-score: -0.3

What do the screens show for `COc1ccccc1-c1nc(S(=O)(=O)c2ccccc2)c(N2CCC(C)CC2)o1`?
PV pol inh: 106; PV pol inh FP z-score: 0.3

How did O=C(NCCNc1ncc(C(F)(F)F)cc1Cl)C(F)(F)Sc1ccccc1 do in these assays?
PV pol inh: 107; PV pol inh FP z-score: 0.3

How did Cc1ccc(S(=O)(=O)NN2C(=O)c3ccccc3NC2(C)C)cc1 do in these assays?
PV pol inh: 101; PV pol inh FP z-score: 0.2

What do the screens show for `FC(F)(F)c1cc(Oc2ccc(Cl)cc2)c2cc(Cl)ccc2n1`?
PV pol inh: 105; PV pol inh FP z-score: 0.2

How did Cc1nn(CC(=O)N2CCCCC2)c(=O)c2cc3occc3n12 do in these assays?
PV pol inh: 110; PV pol inh FP z-score: 0.1

Results for CSc1cccc(NC(=O)CSc2ncn(-c3ccccc3)n2)c1 ?
PV pol inh: 101; PV pol inh FP z-score: 0.3

Results for NNC(=O)CS(=O)(=O)Cc1ccc(-c2csnn2)cc1 ?
PV pol inh: 103; PV pol inh FP z-score: 0.1

What do the screens show for `CC1CCN(C(=O)C2CC(c3ccccc3F)=NO2)CC1` (stereo not given)?
PV pol inh: 100; PV pol inh FP z-score: 0.1

How did CC1=CC(C)C(CN2CCOC2C(C)C)C(C)C1 (stereo not given) do in these assays?
PV pol inh: 103; PV pol inh FP z-score: 0.3

How did COc1ccc(Cl)cc1S(=O)(=O)N1CCCC1 do in these assays?
PV pol inh: 100; PV pol inh FP z-score: 0

How did CCNS(=O)(=O)c1csc(C(N)=O)c1 do in these assays?
PV pol inh: 100; PV pol inh FP z-score: -0.4

What do the screens show for `Cc1ccc(C)c(S(N)(=O)=O)c1`?
PV pol inh: 102; PV pol inh FP z-score: -0.2

Results for CCOC(=O)c1oc2ccccc2c1N ?
PV pol inh: 101; PV pol inh FP z-score: -0.2

(continued)
How did CCC(=O)c1cn(CC(N)=O)c2ccccc12 do in these assays?
PV pol inh: 101; PV pol inh FP z-score: -0.3

What do the screens show for `O=C(CC1N=C2c3ccccc3N=C(SCc3ccccc3F)N2C1=O)NCc1cccs1` (stereo not given)?
PV pol inh: 107; PV pol inh FP z-score: -0.1

How did CN(C)S(=O)(=O)N(CC(=O)Nc1ccccc1C(=O)N1CCOCC1)c1ccccc1 do in these assays?
PV pol inh: 103; PV pol inh FP z-score: 1.3

What do the screens show for `O=c1[nH]c2ccc(Nc3nc(CN4CCOCC4)nc4scc(-c5cccs5)c34)cc2[nH]1`?
PV pol inh: 102; PV pol inh FP z-score: 0

Results for Cc1cc(C)n(CNc2c(C)n(C)n(-c3ccccc3)c2=O)n1 ?
PV pol inh: 101; PV pol inh FP z-score: -0.2

How did O=C(Cn1c(=O)oc2cc(S(=O)(=O)N3CCCC3)ccc21)NCc1ccc(Cl)cc1 do in these assays?
PV pol inh: 106; PV pol inh FP z-score: -0.1

Results for Cn1nc(-c2ccccc2F)c2cc(C(=O)N3CCc4ccccc4C3)sc21 ?
PV pol inh: 99; PV pol inh FP z-score: -1

Results for Nc1nc2ncc3c(n2n1)CCc1ccccc1-3 ?
PV pol inh: 103; PV pol inh FP z-score: 0.5

Results for CC(=O)Nc1ccc(NC(=O)C(Cc2ccccc2)NS(=O)(=O)c2ccc3c(c2)CCC(=O)N3)cc1 (stereo not given) ?
PV pol inh: 100; PV pol inh FP z-score: 0.1

Results for COc1ccc(NC(=O)c2c(C)nn(-c3ccc(F)cc3)c2-n2cccc2)c(OC)c1 ?
PV pol inh: 100; PV pol inh FP z-score: -1.1

What do the screens show for `O=C(NCCc1ccccc1)c1ccc2c(c1)N(Cc1ccccc1Cl)C(=O)c1ccccc1S2`?
PV pol inh: 105; PV pol inh FP z-score: -0.1

How did COc1cc(NC(=O)c2cc3cc4cc(OC)ccc4nc3o2)cc(OC)c1 do in these assays?
PV pol inh: 108; PV pol inh FP z-score: 0

How did CCc1ccccc1NC(=O)C1=C(C)C(=O)OC12CCCCCC2 do in these assays?
PV pol inh: 109; PV pol inh FP z-score: 0.7

Results for COc1cccc(CNC(=O)CN(c2ccc(C(C)C)cc2)S(=O)(=O)c2c(C)noc2C)c1 ?
PV pol inh: 103; PV pol inh FP z-score: -0.2

What do the screens show for `CCc1ccccc1NC(=O)CCNS(=O)(=O)c1ccc2c(c1)CCCC(=O)N2`?
PV pol inh: 110; PV pol inh FP z-score: 0.4

Results for COCCn1c(=N)c(C(=O)NCC2CCCO2)cc2c(=O)n3ccccc3nc21 (stereo not given) ?
PV pol inh: 112; PV pol inh FP z-score: 0.1

Results for CCC(=O)N(Cc1nc2ccccc2c(=O)[nH]1)Cc1ccccc1OC ?
PV pol inh: 106; PV pol inh FP z-score: 0.8

What do the screens show for `Cc1nc2ccccc2n1CCOc1ccccc1`?
PV pol inh: 104; PV pol inh FP z-score: 0.5

Results for COC(=O)c1n[nH]nc1C(=O)OC ?
PV pol inh: 100; PV pol inh FP z-score: -0.1

Results for O=C(CSc1nnc(-c2ccco2)n1Cc1ccccc1)OCC(=O)c1c[nH]c2ccccc12 ?
PV pol inh: 114; PV pol inh FP z-score: 1.5

How did CCc1ccc(NS(=O)(=O)c2cc3[nH]c(=O)c(=O)[nH]c3cc2C)cc1 do in these assays?
PV pol inh: 99; PV pol inh FP z-score: -1.4

How did CCOC(=O)c1cc2c(=O)n3ccccc3nc2n(CC(C)C)c1=NC(C)=O do in these assays?
PV pol inh: 99; PV pol inh FP z-score: -0.1

How did O=C(NCC(c1ccco1)S(=O)(=O)c1cccs1)c1ccc(F)c(F)c1 (stereo not given) do in these assays?
PV pol inh: 111; PV pol inh FP z-score: 0.8

What do the screens show for `Cc1ccc2[nH]c(=O)c3cc(C(=O)NCc4cccc(Cl)c4)sc3c2c1`?
PV pol inh: 106; PV pol inh FP z-score: 0.5

How did CC1CCc2cc(F)ccc2N1S(=O)(=O)c1ccc(NC(=O)COCC(=O)O)cc1 (stereo not given) do in these assays?
PV pol inh: 101; PV pol inh FP z-score: 0.2

Results for O=C(CC(=O)NCc1ccccc1)NCc1ccccc1 ?
PV pol inh: 97; PV pol inh FP z-score: -0.4

How did CN(C)CCn1cc(C(=O)c2cc(F)ccc2O)cc1-c1nc2ccccc2c(=O)[nH]1 do in these assays?
PV pol inh: 109; PV pol inh FP z-score: 0.9

What do the screens show for `C/C=C/c1c(F)c(F)c(Oc2ccccc2N)c(F)c1F`?
PV pol inh: 101; PV pol inh FP z-score: -0.3

How did COc1cccc(CNC(=O)CSc2c3c(nc4ccc(Cl)cc24)CCCC3)c1OC do in these assays?
PV pol inh: 106; PV pol inh FP z-score: 0.3

How did Cn1cnc(S(=O)(=O)N2CCC(C(=O)NCc3ccccc3Cl)CC2)c1 do in these assays?
PV pol inh: 115; PV pol inh FP z-score: 2

Results for CC(C)CCSc1nc2ccccc2n1CN1CCN(S(=O)(=O)c2ccc(Cl)cc2)CC1 ?
PV pol inh: 102; PV pol inh FP z-score: 0

How did Cc1ccc(C)c(NC(=O)Cn2nnc(C(=O)NCc3ccccc3Cl)c2N)c1 do in these assays?
PV pol inh: 101; PV pol inh FP z-score: -0.3

What do the screens show for `Cc1ccc(NC(=O)/C(C#N)=C/c2ccc[nH]2)c(C)c1`?
PV pol inh: 100; PV pol inh FP z-score: -0.4

How did CC(=O)OC1CC(C)N(C(=O)c2ccccc2)c2ccc(C)cc21 (stereo not given) do in these assays?
PV pol inh: 100; PV pol inh FP z-score: -0.6

How did COc1ccc(NCN2C(=O)c3ccccc3C2=O)cc1 do in these assays?
PV pol inh: 101; PV pol inh FP z-score: 0

What do the screens show for `COc1cccc(N2CCN(C(=O)c3ccc4c(=O)n(CCc5ccccc5)c(=O)[nH]c4c3)CC2)c1`?
PV pol inh: 111; PV pol inh FP z-score: 1.8

Results for O=C(CSc1ncc2c(n1)-c1ccccc1N(Cc1ccc(F)cc1)S2(=O)=O)c1ccc(Br)cc1 ?
PV pol inh: 105; PV pol inh FP z-score: -0.3

How did CCOC(=O)CC(NC(=O)c1cc2cc(Br)cc(OC)c2oc1=O)c1ccc(OC)cc1 (stereo not given) do in these assays?
PV pol inh: 101; PV pol inh FP z-score: -0.4

How did CCOC(=O)C1=C(C)NC(=O)NC1C (stereo not given) do in these assays?
PV pol inh: 106; PV pol inh FP z-score: 0.5

What do the screens show for `CCCCn1cc(S(=O)(=O)c2ccc(OC)cc2)c(=O)c2cc(F)c(N3CCOCC3)cc21`?
PV pol inh: 107; PV pol inh FP z-score: -0.1

Results for Cc1ccc(NC(=O)CC2S/C(=N\N=C\c3cccc(O)c3)NC2=O)cc1Cl (stereo not given) ?
PV pol inh: 99; PV pol inh FP z-score: -0.3

Results for COc1cccc2sc(Nc3ccc(F)cc3)nc12 ?
PV pol inh: 101; PV pol inh FP z-score: -0.1

Of the compounds above, 2 have a cyano group:
What do the screens show for `CC1(C)CC(=O)C2=C(C1)OC(N)=C(C#N)C21C(=O)N(CO)c2ccccc21` (stereo not given)?
PV pol inh: 104; PV pol inh FP z-score: 0.5

What do the screens show for `Cc1ccc(NC(=O)/C(C#N)=C/c2ccc[nH]2)c(C)c1`?
PV pol inh: 100; PV pol inh FP z-score: -0.4

Assay outcomes as filed in PubChem.
